S1P4 ag: agonists of human S1P4 receptor; S1P4-expressing cell line, agonist reporter assay; activation, % at 4.98 µM; 0.35% of 220,000 active; in the data active = activation above about 11%;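 also: 0% = DMSO vehicle and 100% = reference agonist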
TRPML3 agonist: agonists of human TRPML3 channel. Q8TDD5. HEK293 TRPML3-YFP, Fluo-8 calcium fluorescence; 100% = the carbachol control signal. activation, % at 3 µM. 0.29% of 220,000 active;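 active = activation above its plate's cutoff, the mean activation of the plate's test wells plus 3 SD, cut at about 12% in these data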;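 also: 0% = DMSO only wells and 100% = carbachol wells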
Target sequence (Q8TDD5 whole entry, looked up): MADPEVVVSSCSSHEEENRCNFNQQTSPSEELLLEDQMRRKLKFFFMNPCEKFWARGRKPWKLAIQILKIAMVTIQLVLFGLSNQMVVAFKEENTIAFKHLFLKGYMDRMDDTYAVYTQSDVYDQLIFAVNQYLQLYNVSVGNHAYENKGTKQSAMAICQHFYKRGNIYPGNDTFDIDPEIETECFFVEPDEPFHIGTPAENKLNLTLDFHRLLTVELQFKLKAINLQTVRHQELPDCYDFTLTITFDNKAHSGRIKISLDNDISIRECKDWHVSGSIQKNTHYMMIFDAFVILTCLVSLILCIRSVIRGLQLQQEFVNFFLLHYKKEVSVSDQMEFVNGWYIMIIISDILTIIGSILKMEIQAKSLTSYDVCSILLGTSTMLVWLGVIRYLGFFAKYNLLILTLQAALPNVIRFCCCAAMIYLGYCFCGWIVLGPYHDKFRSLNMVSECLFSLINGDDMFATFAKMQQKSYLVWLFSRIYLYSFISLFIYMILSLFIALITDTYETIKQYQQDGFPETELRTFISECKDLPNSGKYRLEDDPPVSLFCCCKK
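Test system: TRPML3-YFP stable HEK293 cells. Doses: single point at 3 µM. Incubation: dye loading 1 h 37 °C then 30 min ambient, 125 s read. Signal: Fluo-8 calcium dye fluorescence, ex 470-495, em 515-575 nm. Measure: percent activation from peak-to-basal fluorescence ratio, scaled between DMSO and carbachol.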
Ba/F3 V617F tox: loss of viability in JAK2V617F-driven Ba/F3 cells. Ba/F3 EpoR-JAK2V617F viability, ATP luminescence. inhibition, % at 5.6 µM. 1.1% of 220,000 active. AID 1446;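 active = inhibition above the campaign mean plus 3 SD over all tested compounds, cut at about 24% in these data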;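 also: cytokine-independent growth of Ba/F3 cells driven by EpoR plus mutant JAK2; 0% = DMSO-treated cells and 100% = JAK inhibitor I control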
BaF3 parental: reduces parental Ba/F3 cell viability, JAK2V617F counter-screen; CellTiter-Glo ATP luminescence; inhibition, % at 5.6 µM; 1.1% of 220,000 active; AID 1486;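 active = inhibition above a per-campaign cutoff, the mean inhibition of all tested compounds plus 3 SD, cut at about 27% in these data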;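 also: 0% = DMSO wells and 100% = JAK Inhibitor I control wells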
PERK inh: inhibitors of human PERK kinase; 0.17% of 220,000 active; CHO PERK-DD fusion, SEAP luminescence translation reporter; Q9NZJ5; AID 1416; inhibition, % at 5.6 µM;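 active = inhibition above the mean inhibition of all tested compounds plus 3 SD, set separately per screening campaign, cut at about 2.9% in these data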;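 also: PERK kinase domain activated by AP20187 dimerizer at 100 nM; 0% = DMSO with dimerizer and 100% = rapamycin at 8.4 µM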
S1P4 antagonist: human S1P4 receptor antagonism; inhibition, % at 4.98 µM; S1P4-expressing cells, antagonist mode, reporter read-out; 0.26% of 220,000 active; in the data active = inhibition above about 29%;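 also: 0% = wells stimulated with agonist and 100% = vehicle wells without agonist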
EP2 modulator: modulates human prostaglandin E2 receptor EP2 signaling; P43116; EP2-expressing cells, cAMP HTRF FRET, PGE2 co-stimulation; induction, % at 25 µM; 0.83% of 260,000 active;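 active = compounds whose cAMP rise, as percent of the full-agonist control response, exceeds 60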;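 also: rat C6 glioma line stably carrying human EP2 under a CMV promoter; the protocol text gives 20 µM as final concentration; 100% = response of wells given 1 µM PGE2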
Target sequence (P43116 whole entry, looked up): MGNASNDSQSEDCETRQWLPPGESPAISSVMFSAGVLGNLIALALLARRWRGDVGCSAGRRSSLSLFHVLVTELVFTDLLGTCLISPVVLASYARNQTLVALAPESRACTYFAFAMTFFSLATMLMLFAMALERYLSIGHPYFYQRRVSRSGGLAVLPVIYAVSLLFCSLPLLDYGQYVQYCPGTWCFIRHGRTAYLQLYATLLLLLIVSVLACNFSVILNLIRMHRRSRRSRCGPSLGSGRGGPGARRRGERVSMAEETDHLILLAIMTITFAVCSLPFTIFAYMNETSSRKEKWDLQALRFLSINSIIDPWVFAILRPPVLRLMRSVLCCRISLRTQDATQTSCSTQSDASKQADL
TRPN1 ag: activates the zebrafish TRPN1 channel | activation, % at 3 µM | 0.18% of 220,000 active | HEK293 zebrafish TRPN1-YFP, Fluo-8 calcium fluorescence; 100% = response to 87 µM carbachol;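 active = activation above its plate's cutoff, the mean activation of test wells on that plate plus 3 SD, cut at about 19% in these data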;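 also: 0% = DMSO alone and 100% = 87 µM carbachol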
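Assay system: Zebrafish TRPN1-YFP in HEK293 cells | Incubation: Dye loading 1 h at 37 °C, then 30 min room temperature | Measured by: Kinetic Fluo-8 fluorescence, ex 470-495, em 515-575 nm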
m-calpain inh: inhibitors of pig calpain II. purified calpain II, fluorogenic peptide substrate, 30 min. inhibition, % at 16 µM. 0.37% of 220,000 active. AID 1236;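 active = inhibition above about 50%, limit read from the data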
Starred values were filed as active, the others as inactive.

compound	S1P4 ag	TRPML3 agonist	Ba/F3 V617F tox	BaF3 parental	PERK inh	S1P4 antagonist	EP2 modulator	TRPN1 ag	m-calpain inh
COc1ccc(NC(=S)NCCCN2CCCC2=O)c(OC)c1	1.3	1.1	-2	-1	2.1	-26	31	0.1	-3
CCCCC(=O)Nc1ccc(C(=O)NN2C(=O)c3ccccc3C2=O)cc1	0.2	0.1	3	2	0.4	-38	-1	1.8	25
COc1ccc(C(=O)NC(=S)NCc2ccc(-c3nc4ccccc4o3)cc2)cc1OC	-1.3	0.5	5	4	-0.7	-13	-44	0.8	-21
Cc1nc2ccc(Cl)cc2nc1C	-1.6	0.8	-4	-2	1.7	15	10	1.8	-22
CCOC(=O)c1ccc(CNCc2ccccc2)cc1	-1.0	0.8	-4	-1	0.6	-12	-17	0.2	-5
N=C1C=CC=C2C1=NC1(CCCCC1)N2O	0.0	-0.1	-1	1	0.9	-17	6	2.0	3
O=C1c2cccc(OCC(=O)N3N=C(c4cccs4)CC3c3ccc(F)cc3)c2CCN1Cc1cccnc1 (configuration not stated)	2.1	0.6	6	10	-0.9	-14	25	0.1	-9
CN1CCN(C(=O)CN2C(=O)CC(C)(C)S(=O)(=O)c3ccccc32)CC1	2.4	1.3	3	4	0.1	-4	10	0.8	-28

(more compounds)
compound	S1P4 ag	TRPML3 agonist	Ba/F3 V617F tox	BaF3 parental	PERK inh	S1P4 antagonist	EP2 modulator	TRPN1 ag	m-calpain inh
Cc1ccc(NS(=O)(=O)c2cccc(C(=O)NCC3(N(C)C)CCCCC3)c2)cc1	-0.2	1.4	0	7	0.4	-4	-25	-0.6	-10
CCCC(=O)N1CCN(c2ccc(NC(=O)c3ccc(OCC)c([N+](=O)[O-])c3)cc2)CC1	0.4	-0.3	2	9	0.9	-7	12	0.2	8
CC(=O)c1sc(N/N=C/c2cccc(O)c2)nc1C	-0.6	0.4	2	-2	0.8	21	-10	-0.2	-4
CCCn1nnnc1NCc1ccccc1OCc1ccc(F)cc1	-1.4	-0.6	-4	-1	-0.7	-8	-16	-2.1	10
O/N=C1\CCc2cc(Cl)ccc21	3.1	-0.1	0	1	0.7	-14	-14	0.8	-27
CC1CCC2C(C1)c1sc(=O)[nH]c1SC2(C)C (configuration not stated)	1.6	-0.8	-1	6	0.6	1	59	-3.3	17
COc1ccc(C(=O)COC(=O)c2ccc(NC(=O)c3ccccc3)cc2)cc1	-0.5	0.3	-4	2	2.9	-14	19	1.3	9
CC1(C)CC(=O)C2(CC3=C(CC(C)(C)CC3=O)O2)C(=O)C1	0.1	1.7	-1	-1	1.0	-2	-46	0.6	-6

Continuation.
compound	S1P4 ag	TRPML3 agonist	Ba/F3 V617F tox	BaF3 parental	PERK inh	S1P4 antagonist	EP2 modulator	TRPN1 ag	m-calpain inh
Clc1ccccc1-c1ncc2ccccn12	0.5	-0.1	-2	7	0.4	0	45	-0.9	-121
CN(C)c1ccc(NC(=O)Nc2csc3ccccc23)cc1	0.3	0.3	5	1	0.0	-5	-32	0.0	27
COc1ccccc1NC(=O)Cn1cnc2c(nnn2-c2ccc(C)cc2)c1=O	2.1	0.7	-3	4	0.3	-4	-8	-0.8	-31
CC(Sc1nnc(-c2ccc(Cl)cc2Cl)n1Cc1ccccc1)C(=O)Nc1nccs1 (configuration not stated)	-0.7	-0.6	-2	3	-1.0	-1	39	0.2	16
C[C@H](NC(=O)NC1CCCc2ccccc21)C(=O)O (some centres not stated)	1.1	1.5	-1	5	0.8	-22	12	1.3	-7
CCCCOc1ccc(Cl)cc1CSc1nnc(CC)n1N	1.3	-1.3	-2	1	-0.9	-26	1	-1.7	12
CN1CCN(c2nc(-c3cccs3)cc(C(F)(F)F)n2)CC1	0.5	0.2	-3	2	-0.5	-13	55	-0.5	-23
CCCOc1cc(C)c(S(=O)(=O)n2nnc3ccccc32)cc1C	1.1	0.3	1	4	0.8	-19	24	1.1	-51

Remaining list, next part.
compound	S1P4 ag	TRPML3 agonist	Ba/F3 V617F tox	BaF3 parental	PERK inh	S1P4 antagonist	EP2 modulator	TRPN1 ag	m-calpain inh
COc1ccc(S(=O)(=O)N(CCN2CCOCC2)Cc2cc(OC)ccc2OC)cc1	-1.2	0.7	2	9	-0.5	4	-9	-0.3	11
O=C(Nc1ncc2c(n1)CC(c1ccccc1)CC2=O)c1ccco1 (configuration not stated)	2.6	0.8	-5	-2	0.1	10	4	1.1	-2
CC1CCc2ccc(F)cc2N1S(=O)(=O)c1cccs1 (configuration not stated)	2.0	5.0	-4	0	0.2	8	34	-1.1	7
O=c1[nH]c2ccc(S(=O)(=O)N3CCC(Cc4ccccc4)CC3)cc2o1	1.7	-0.1	1	5	2.2	4	-16	2.4	-16
COc1ccc(C(=O)N/N=C(\C)c2ccc3c(c2)C2C=CCC2C(c2ccccc2)N3)cc1 (configuration not stated)	0.9	-0.6	1	4	-0.9	-19	32	0.3	-68
COc1cccc(C(=O)N2CCCc3ccccc32)c1	1.0	-0.5	-4	0	0.6	-9	28	0.0	-1
O=C(O)CCCCCNC(=O)CCn1nnc2ccccc2c1=O	0.8	-0.1	-3	2	0.9	-15	0	0.3	3
COc1ccccc1NC1=NC(c2ccc(Cl)cc2)N=C(N)N1 (configuration not stated)	3.6	-1.0	85*	81*	-0.6	-14	17	0.0	24

Later entries:
compound	S1P4 ag	TRPML3 agonist	Ba/F3 V617F tox	BaF3 parental	PERK inh	S1P4 antagonist	EP2 modulator	TRPN1 ag	m-calpain inh
Clc1nc2c(-c3ccccc3)nnn2c2ccccc12	0.1	-0.2	1	5	0.4	7	-7	0.0	-26
CCCn1c(SCC(=O)O)nc2ccccc21	-3.2	0.3	-3	4	0.4	-15	25	-0.9	7
CCCCCC(C)NC(=O)c1ccoc1C (configuration not stated)	0.2	0.2	-2	1	0.9	-6	39	-0.8	-6
CCOC(=O)COc1cc2c(C(=O)OCC)c(C)oc2cc1Br	0.0	0.2	-2	1	0.8	-18	60	0.0	24
Cc1cccc(N2CN(Cc3ccco3)CNC2=S)c1C	-0.9	0.7	-2	3	0.3	-14	-7	-0.9	-2
O=C(Nc1ccc(N2CCCCC2)c(Cl)c1)c1ncn[nH]1	1.5	0.5	-5	1	0.6	1	8	-1.4	-31
Cc1c(-c2ccc(F)cc2)[n+](=O)c(-c2ccc(F)cc2)c(C)n1[O-]	-0.7	0.3	-2	3	0.6	7	22	-0.1	5
Cn1c(-c2ccccc2)cc(=O)c2ccccc21	2.0	0.2	-2	-1	0.2	-10	-3	-1.6	6

Exported with two lines to a compound: part of the list above
The line under a structure holds: S1P4 ag | TRPML3 agonist | Ba/F3 V617F tox | BaF3 parental | PERK inh | S1P4 antagonist | EP2 modulator | TRPN1 ag | m-calpain inh
Cc1cccc(N2CN(Cc3ccco3)CNC2=S)c1C
    -0.9 | 0.7 | -2 | 3 | 0.3 | -14 | -7 | -0.9 | -2
Clc1nc2c(-c3ccccc3)nnn2c2ccccc12
    0.1 | -0.2 | 1 | 5 | 0.4 | 7 | -7 | 0.0 | -26

More entries
compound	S1P4 ag	TRPML3 agonist	Ba/F3 V617F tox	BaF3 parental	PERK inh	S1P4 antagonist	EP2 modulator	TRPN1 ag	m-calpain inh
CCN(Cc1ccccc1)Cc1cc(OC)cc(OC)c1	1.9	-0.8	0	2	0.7	-1	-5	-1.5	3
CCCc1[nH]n(-c2nc3ccccc3s2)c(=O)c1C=NCCCN(CC)CC	1.4	-0.2	3	5	0.2	-16	-4	0.0	6
O=C(O)c1nn(-c2ccccc2)nc1-c1nn(-c2ccccc2)nc1C(=O)O	0.5	0.0	3	7	1.0	-9	8	-0.7	0
COc1ccc(CNC(C)C(=O)Nc2ccc3ccccc3c2)cc1OC (configuration not stated)	7.6	0.3	3	3	0.6	-3	-17	-0.7	4
O=C(OCc1nc2ccccc2s1)c1cc2ccccc2oc1=O	0.3	0.8	-1	4	1.5	-11	4	0.9	-14
O=C(O)c1cc(Cl)c(Cl)cc1C(=O)N1CCCC1	0.2	0.6	1	3	-0.4	-11	4	1.5	-6
CCSC1=C(C#N)C(CC(C)C)C2=C(CCCC2=O)N1 (configuration not stated)	-0.7	0.8	-2	1	0.9	6	7	-1.0	-37
Cc1cc(C(=O)C(=O)NC(C)C)c(C)n1-c1ccc([N+](=O)[O-])cc1	-1.3	0.7	-3	9	1.2	-9	25	-0.4	-10

(more compounds)
compound	S1P4 ag	TRPML3 agonist	Ba/F3 V617F tox	BaF3 parental	PERK inh	S1P4 antagonist	EP2 modulator	TRPN1 ag	m-calpain inh
CCOc1ccc(CCNC(=O)CCc2c(C)nc3ncnn3c2C)cc1OCC	-0.4	0.5	-4	1	0.5	-13	31	1.0	-33
O=C(NC1CCCCCC1)C1CCN(S(=O)(=O)c2ccc(F)cc2)CC1	2.2	0.4	-3	1	-0.1	-7	8	-0.9	-29
Cc1cc(CC(=O)O)c(C)cc1CC(=O)O	3.2	0.8	0	0	0.7	-36	6	0.2	-13
O=C(CN1CCCCCC1)N/N=C/c1ccc(Cl)c(Cl)c1	1.6	0.6	1	4	-0.3	-11	-49	-0.8	7
O=C(COc1ccc2ccccc2c1)N/N=C/c1ccccn1	1.8	0.4	0	3	1.0	3	-67	0.5	-13
COC(=O)c1cc(C(=O)OC)cc(N2C(=O)CC(NNC(=O)c3ccc(C)cc3)C2=O)c1 (configuration not stated)	29*	0.8	-1	5	1.3	-6	6	-0.8	12
CC(C)OCCCNC(=O)C(=O)N/N=C/c1ccc(OCc2ccccc2)cc1	0.5	0.8	3	-2	0.9	-7	-28	2.5	0
CC(C)C1COC(c2cccn2Cc2ccccc2Cl)=N1 (configuration not stated)	-0.7	1.3	3	8	2.2	-19	68*	0.1	22

(continued)
compound	S1P4 ag	TRPML3 agonist	Ba/F3 V617F tox	BaF3 parental	PERK inh	S1P4 antagonist	EP2 modulator	TRPN1 ag	m-calpain inh
Cc1cc(N)n2nc(-c3ccc(C(C)(C)C)cc3)cc2n1	0.7	0.1	6	8	-1.7	7	-16	0.0	12
COc1ccc2cnn(-c3ccc(OC(F)(F)F)cc3)c(=O)c2c1OC	-0.1	0.5	-2	-4	-0.4	-10	-16	-0.3	-14
C/C(=N\NC(N)=S)C1(C)CCCCC1	1.8	0.1	-5	1	0.1	4	10	0.6	8
Cc1cc(C)c(S(C)(=O)=O)c(Sc2ccc(Cl)cc2)n1	2.2	0.0	0	7	1.9	7	8	-0.1	-11
Cc1cccc(-n2c(C)cc(/C=C3\NC(=O)NC3=O)c2C)c1	1.4	-0.3	-2	0	-0.1	-10	53	-1.5	-11
Cn1cc(/C=C(\C#N)C(=O)Nc2cccc([N+](=O)[O-])c2)c2ccccc21	-3.0	0.6	4	3	-0.4	0	-7	4.3	37
